# High-throughput results from PubChem BioAssay.
# S3 lipid droplet = qHTS Assay for Lipid Storage Modulators in Drosophila S3 Cells; Drosophila S3 cells, BODIPY lipid droplet fluorescence, 18-24 h; cells fed with added oleic acid; Potency in µM for hits, for the others lipid storage change, negative = inhibition, % at the top dose, mostly 46.1 µM; 0.64% of 320,000 active; active = well fitted inhibition curve with a large enough effect in the signal ratio, with a control signal flat, not every such curve was filed as active; inconclusive = small, poorly fitted or top-dose-only effect, or effect the other way, or a change in a side signal; the % refers to the signal ratio
#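 Laser-scanning cytometry quantifies lipid droplet accumulation (500–530 nm total intensity; droplet/cell object ratio) in oleic acid-fed (400 uM added) Drosophila S3 cells treated with a concentration series. 20 uM Triacsin C defined 100% inhibition.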
# S3 lipid droplet cell count max = second read-out of S3 lipid droplet, no call of its own (marks repeat the call); cell number change, %; measured here: cell count max response;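 cells counted by Cell Tracker Red CMTPX staining in the red channel; peak over a dose series mostly up to 46.1 µM; percent activity relative to internal control wells on each plate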
# * marks the source's active call; other numbers are inactive results; i = inactive; ? = inconclusive; . = no result given; [ ] = remark or other dose. % is scaled to controls: 0 for no effect and ±100 for the full control effect; potency is read from the fitted curve at half-maximal effect. The list is partial, so the mix of outcomes need not match the whole.
SMILES,S3 lipid droplet,S3 lipid droplet cell count max
COc1ccc(CN(C(=O)c2ccc3c(c2)OCCO3)C(C(=O)NC2CCCCC2)c2ccc3ncccc3c2)cc1 (configuration not stated),-17%,-11
CN1CCN(C(=O)CCc2nc3ccccc3c(=O)[nH]2)CC1,?,.
Cc1ccc(OCCC(=O)N(CCC(C)C)c2c(N)n(Cc3ccccc3)c(=O)[nH]c2=O)cc1,?,.
COc1ccccc1/C=N/Nc1cc(N(C)C)nc(N(C)C)n1,2%,15
CNS(=O)(=O)c1ccc(NC(=O)c2ccc(Cl)cc2Cl)cc1,0%,1
N#Cc1ccccc1NC(=O)C1SC(=Nc2ccccc2)C(C(=O)Nc2ccc(Cl)cc2)=C1N (configuration not stated),?,.
CCOC(=O)CN1C(=O)S/C(=C\c2ccc(-c3ccc(C(=O)O)c(Cl)c3)o2)C1=O,-22%,-8
CNS(=O)(=O)c1c(C)cc(C)c(N(C)S(=O)(=O)c2ccccc2)c1C,?,.
COc1cccc(NC(=O)N2CCCC2)c1,?,.
Cc1ccc(C(=O)NCc2ccco2)cc1S(=O)(=O)N1CCCCC1,-4%,7
Cc1cc(NC(=O)CSCC(=O)Nc2nc3c(C)cccc3s2)no1,?,.
Cc1ccc(S(=O)(=O)CCc2nnc(NC(=O)c3cccs3)s2)cc1,?,.
O=S(=O)(NCCSc1ccccn1)c1ccc(Br)cc1,12%,4
O=c1c(C(c2ccccc2)c2c(O)sc3ccccc3c2=O)c(O)sc2ccccc12,?,.
COc1ccc(-c2nnc(NC(=O)c3cc(C)on3)s2)cc1,?,.
O=C1CC(c2ccc(Cl)cc2)CC(=O)C1CS(=O)(=O)c1ccccc1 (configuration not stated),?,.
NS(=O)(=O)c1ccc(CNC(=O)Cc2ccccc2F)cc1,?,.
Cc1ccc(N/C(SCc2ccccc2C)=C(/C#N)C(=O)NCc2ccco2)cc1C,?,.
Cn1cc2ccc([N+](=O)[O-])cc2n1,?,.
O=C(CN(C(=O)C1CSC(=O)C1)c1ccc(F)cc1)NCc1ccc2c(c1)OCO2 (configuration not stated),?,.
CCc1cc(C(=O)c2ccc(OC)cc2)c(N)s1,-6%,-11
COc1ccc(OCC(=O)NNC(=S)NC(=O)C2CCCCC2)cc1,?,.
CC1=C(C(=O)Nc2ccccc2)C(c2cccs2)n2nnnc2N1 (configuration not stated),i,.
CCOc1ccc(CNC(=S)NCc2ccc(OCC)cc2)cc1,16%,-1
Cn1c(SCC(=O)Nc2ccc3c(c2)OCCO3)nnc1-c1cccnc1,?,.

# Other results:
SMILES,S3 lipid droplet,S3 lipid droplet cell count max
CCOC(=O)C1=C(C)Nc2ccccc2N=C1NC(=O)C(CC)c1ccccc1 (configuration not stated),9%,21
CCOC(=O)N1CCN(C(=O)CC(=O)Nc2ccc3nc4n(c(=O)c3c2)CCCCC4)CC1,8%,-12
N#C/C(=C\c1ccc(OC(=O)c2ccc(Cl)s2)cc1)c1nc2ccccc2[nH]1,1%,3
COc1ccc(CN2CCNC(=O)C2CC(=O)NC2CCCCCC2)c(F)c1 (configuration not stated),i,-8
CCCOc1ccc(/C(O)=C2/C(=O)C(=O)N(CCOC)C2c2cccnc2)cc1 (configuration not stated),16%,.
COC(=O)c1nc[nH]c1C(=O)OC,8%,3
Cc1nc(NC(=O)CN2CCOCC2)sc1C(=O)N(C)C,i,-18
COc1ccc(NC(=O)NN2CCN(C)CC2)cc1,i,26
CCCC(=O)N1CCN(c2ccc(NC(=O)c3ccc4c(c3)OCCO4)cc2)CC1,?,.
COc1cc2[nH]c(=O)n(CCCCCC(=O)NCCCN3CCC(C)CC3)c(=O)c2cc1OC,1%,18
O=C(Nc1cccc(NC(=S)NC(=O)c2cccs2)c1)c1ccccc1,?,.
COc1ccc(-c2nc(CS(=O)(=O)CC(=O)NCCCN3CCOCC3)c(C)o2)cc1,i,5
COc1ccc(-c2ccc(CCC(=O)O)n2-c2ccccc2O)cc1,2%,6
Cc1cc(Nc2ccccc2C(=O)O)n(-c2cccc(Cl)c2)n1,20%,12
CCN(CC(=O)NCc1cccs1)C(=O)c1cccc(S(=O)(=O)Nc2ccccc2OC)c1,0%,12
CCOc1ccc(NC(=O)Nc2cccnc2)cc1,-12%,-10
O=C(c1ccc2oc(CCc3ccccc3)nc2c1)N1CC[C@H](O)C1,i,-16
O=C(CCC(=O)Nc1ccccc1)N/N=C/C=C/c1ccccc1,?,.
O=C(CN1C(=O)CCS(=O)(=O)c2ccccc21)Nc1cccc(F)c1,23µM*,3.5*
Cn1nc(C(=O)OCC(=O)c2ccc[nH]2)c2ccccc2c1=O,?,.
O=Cc1ccc(OCCOc2ccc([N+](=O)[O-])cc2)cc1,?,.
COCCNC(=O)Cc1cn(C)c2ccccc12,?,.
Cc1cccc(Oc2nccc(C(F)(F)F)c2C(=O)Nc2ccc(F)cc2F)c1,0%,6
COc1cc(/C=N/n2c(C)nc3ccccc3c2=O)ccc1O,?,.
CCCC(c1nnnn1Cc1ccc(OC)cc1)N1CCN(c2ccccc2OC)CC1 (configuration not stated),i,-2

# Continuation:
SMILES,S3 lipid droplet,S3 lipid droplet cell count max
CCCn1c(SCC(=O)N2CCN(c3ccc(OC)cc3)CC2)nc2c1c(=O)n(C)c(=O)n2C,?,.
O=C(CCN1CCN(C(c2ccccc2)c2ccccc2)CC1)N/N=C/c1ccc(O)cc1O,?,.
Cc1ccccc1N(CC(=O)NC1CCCC1)C(=O)CS(=O)CC(=O)Nc1ccc2c(c1)OCO2 (configuration not stated),?,.
CC(=O)c1ccc(OC(=O)C2c3ccccc3Oc3ccccc32)cc1,?,.
O=C(O)c1ccccc1-c1ccc(/C=C2\SC(=O)N(c3ccccc3)C2=O)o1,?,.
CC(=O)Cc1nsc(NC(=O)c2cc(-c3ccc(Cl)c(Cl)c3)oc2C)n1,-17%,7
CN(C)/C=N/c1c(C#N)nnn1Cc1ccccc1,-14%,.
Cc1ccc(-n2c(-c3ccccc3)cc(=O)nc2C)cc1,-11%,0
COc1cccc(NC(=O)COC(=O)CCCC2=NS(=O)(=O)c3ccccc3N2)c1,?,.
CCn1cc([N+](=O)[O-])c(C(=O)N2CCCCCC2)n1,1%,11
Cc1nc2ccc3[nH]snc3c2n1,?,.
Cc1[nH]c2ccccc2c1CCNC(=O)CCC(=O)c1ccccc1,-15%,-11
Cc1csc(=O)n1CC(=O)OCC(=O)NNC(=O)c1ccccc1,5%,13
CC(C)(C)N1CC2([N+](=O)[O-])CN(C(C)(C)C)CC([N+](=O)[O-])(C1)C2,?,.
O=C(OCc1ccccc1Cl)C1CC(=O)N(Cc2ccco2)C1 (configuration not stated),?,.
O=C(CCCCC(=O)Nc1ccccc1Cl)Nc1ccccc1Cl,?,.
Cc1cccc(Cc2nnc(CCC(=O)N(CC3CC3)CC3CCCO3)o2)c1 (configuration not stated),20%,-7
CC(C)c1ccccc1OCC(=O)N(C)CC(=O)Nc1ccc(F)cc1,15%[0.0737 µM],.
CCC1CCC2(CC1)NC(=O)N(CC(=O)Nc1cccc(S(=O)(=O)N(C)c3ccccc3)c1)C2=O (configuration not stated),?,.
Cc1nnsc1C(=O)Nc1cccc(Cl)c1Cl,9%,5
CCn1c(SCc2nc(-c3ccc(OC)c(OC)c3)no2)nnc1-c1cccs1,i,.
CC1SC(c2ccc(F)cc2)NC1=O (configuration not stated),-5%,26
C#CCNC(=O)C1=C[C@@H](C2CCCCC2)C[C@@H](OCc2ccc(CO)cc2)O1,-7%,26
CC(C)CNC(=O)CC1Nc2ccccc2NC1=O (configuration not stated),10µM*,-19*
COc1ccccc1NC(=O)c1csc(-n2nc(C)cc2C(F)(F)F)n1,?,.

# (further entries)
SMILES,S3 lipid droplet,S3 lipid droplet cell count max
Cc1sc2ncn(CC(=O)N3CCN(c4ccccc4)CC3)c(=O)c2c1S(=O)(=O)N1CCOCC1,?,.
COc1ccc(Oc2nnnn2-c2ccccc2)cc1,6%,2
CC(C)(C)NC(=O)CSc1nncn1NCc1c(Cl)cccc1Cl,0%,-4
O=C(NNc1cccc(Cl)n1)c1ccc(Cl)nc1,?,.
C=CCOc1c(Cl)cc(C2NC(=O)NC(C)=C2C(=O)OC)cc1Cl (configuration not stated),?,.
CCCCCCn1c(SCCC)nc2c1c(=O)[nH]c(=O)n2C,?,.
CC1(C2CC2)NC(=O)N(CC(=O)Nc2ccc(F)cc2F)C1=O (configuration not stated),i,-19
CCn1cc(CNCc2cn(-c3ccccc3C)nc2-c2ccc(OC)c(F)c2)cn1,?,.
N=c1c(C(=O)NCC2CCCO2)cc2c(=O)n3ccccc3nc2n1Cc1cccnc1 (configuration not stated),?,.
O=C(NCc1nnc2c3ccccc3c(-c3ccccc3)nn12)c1ccc(Cl)cc1,?,.
CCOc1ccc(NC(=O)CN(C)C(=O)CCSc2ccc(F)cc2)cc1OCC,?,.
O=C(CSc1nc(-c2ccco2)cc(C(F)(F)F)n1)N1CCN(c2cccc(Cl)c2)CC1,-11%,-5
Cc1ccc(S(=O)(=O)N2CCCCC2)cc1NC(=O)CSc1nnnn1C,?,.
COc1ccc(C2CC(=O)c3cnc(NC(=O)c4ccco4)nc3C2)cc1 (configuration not stated),i,1
c1ccc(-c2ccc(-c3cn4c(n3)CCC4)cc2)cc1,?,.
CS(=O)(=O)c1ccc2nc(NC(=O)c3cccs3)sc2c1,?,.
COc1ccc(-c2n[nH]c(C)c2-c2ccccc2OC)c(O)c1,?,.
CCn1c(SCC(=O)c2ccc(O)c(O)c2)nnc1-c1ccccc1,?,.
Cn1c(NC(=O)c2ccccc2)nc2ccccc21,-52%,.
CCOc1ccc(-c2nc(N)ncc2-c2ccccc2)c(O)c1,?,.
CC(C)CCNC(=O)c1ccc2nc[nH]c2c1,?,.
Cn1c(=O)c2c(nc(N/N=C/c3cccnc3)n2Cc2ccc(F)cc2)n(C)c1=O,7%,16
CCN1CCN(C(c2cccc(OC)c2)c2sc3nc(C)nn3c2O)CC1 (configuration not stated),12%,-6
O=C(COc1ccc(/C=N/NS(=O)(=O)c2ccccc2)cc1)Nc1ccc(F)cc1,4%,9
Cn1c(-c2ccccc2)cc2c3no[n+]([O-])c3ccc21,?,.

# Single records, from the list above:
# CC(C)(C)NC(=O)CSc1nncn1NCc1c(Cl)cccc1Cl is entered as S3 lipid droplet = 0%; S3 lipid droplet cell count max = -4
# CC1(C2CC2)NC(=O)N(CC(=O)Nc2ccc(F)cc2F)C1=O (configuration not stated) is entered as S3 lipid droplet = i; S3 lipid droplet cell count max = -19

# (continued)
SMILES,S3 lipid droplet,S3 lipid droplet cell count max
CC(C)Oc1ccc(C2CC(=O)N(Nc3ccc([N+](=O)[O-])cc3[N+](=O)[O-])C2=O)cc1 (configuration not stated),3%,-13
Cc1nc([N+](=O)[O-])c(Br)n1CC(=O)c1ccc(Cl)cc1,?,.
CCCCC(O)(CCCC)C(=O)NN(C(=O)OC)c1ccccc1,9%,0
Cc1nc(Nc2ccccc2Cl)sc1C(=O)Nc1ccccc1,?,.
CCN1CCN(c2nc3c(C)cccn3c(=O)c2/C=C(\C#N)S(=O)(=O)c2ccc(C)cc2)CC1,?,.
CCOC(=O)C1=C(COc2ccccc2)NC(=O)NC1c1ccc(Cl)cc1 (configuration not stated),?,.
CC(C)OC(=O)CSc1nc2cccnc2n1C1CCCCC1,?,.
Cc1cc(C)c2c(C)c(C(=O)Nc3c(C)n(C)n(-c4ccccc4)c3=O)oc2c1,-4%,10
Cc1noc(C)c1C(=O)NCCCc1ccccc1,?,.
COC(=O)C[n+]1cccc2ccccc21,?,.
Cc1ccc(-n2nc(C)c(NC(=O)CCl)c2C)cc1,?,.
Cn1nc(C(C)(C)C)c([N+](=O)[O-])c1C(=O)Nc1ccccc1,?,.
Cc1c(CC(=O)N[C@@H](CCCNC(N)=O)C(=O)O)c(=O)oc2cc3oc4c(c3cc12)CCCC4,i,5
CCCC1=C(C(=O)OCC)C(c2cccs2)C(C#N)=C(N)O1 (configuration not stated),?,.
COc1ccc(NC(=O)c2oc3ccccc3c2NC(=O)COc2ccccc2OC)c(OC)c1,?,.
CCCOc1cccc(C(=O)NCCNC(=O)c2ccco2)c1,?,.

# Compounds shown so far that contain fluorine, in the order listed:
SMILES,S3 lipid droplet,S3 lipid droplet cell count max
NS(=O)(=O)c1ccc(CNC(=O)Cc2ccccc2F)cc1,?,.
O=C(CN(C(=O)C1CSC(=O)C1)c1ccc(F)cc1)NCc1ccc2c(c1)OCO2 (configuration not stated),?,.
COc1ccc(CN2CCNC(=O)C2CC(=O)NC2CCCCCC2)c(F)c1 (configuration not stated),i,-8
O=C(CN1C(=O)CCS(=O)(=O)c2ccccc21)Nc1cccc(F)c1,23µM*,3.5*
Cc1cccc(Oc2nccc(C(F)(F)F)c2C(=O)Nc2ccc(F)cc2F)c1,0%,6
CC(C)c1ccccc1OCC(=O)N(C)CC(=O)Nc1ccc(F)cc1,15%[0.0737 µM],.
CC1SC(c2ccc(F)cc2)NC1=O (configuration not stated),-5%,26
COc1ccccc1NC(=O)c1csc(-n2nc(C)cc2C(F)(F)F)n1,?,.
CC1(C2CC2)NC(=O)N(CC(=O)Nc2ccc(F)cc2F)C1=O (configuration not stated),i,-19
CCn1cc(CNCc2cn(-c3ccccc3C)nc2-c2ccc(OC)c(F)c2)cn1,?,.
CCOc1ccc(NC(=O)CN(C)C(=O)CCSc2ccc(F)cc2)cc1OCC,?,.
O=C(CSc1nc(-c2ccco2)cc(C(F)(F)F)n1)N1CCN(c2cccc(Cl)c2)CC1,-11%,-5
Cn1c(=O)c2c(nc(N/N=C/c3cccnc3)n2Cc2ccc(F)cc2)n(C)c1=O,7%,16
O=C(COc1ccc(/C=N/NS(=O)(=O)c2ccccc2)cc1)Nc1ccc(F)cc1,4%,9
